MsrA act = bovine MsrA enzyme activators, primary screen, biochemical, absorbance, HTS. Methionine sulfoxide reductase A (Bos taurus). purified bovine MsrA, absorbance read-out. activation, % at 10.6 µM. hit rate 0.3% among 360,000. AID 602163, 2012; in the data active = activation above about 7.5%;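 also: 0% = vehicle and 100% = reference activator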
MsrA inh = bovine MsrA enzyme inhibitors, primary screen, biochemical, absorbance, HTS; Methionine sulfoxide reductase A (Bos taurus); purified bovine MsrA, absorbance read-out; inhibition, % at 15.5 µM; hit rate 0.75% among 360,000; AID 651718, 2012; in the data active = inhibition above about 4.5%;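 also: 0% = vehicle wells with enzyme and 100% = reference inhibitor wells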
Rin1-Abl PPI inh = inhibitors of Rin1-Abl protein binding, primary screen, biochemical, TR-FRET; hit rate 0.4% among 360,000; inhibition, % at 7.35 µM; Tyrosine-protein kinase ABL1 (Homo sapiens) + Ras and Rab interactor 1 (Homo sapiens), …; AID 588664, 2011; in the data active = inhibition above about 5%, passing the limit was not always enough
CendR NRP1 mod = modulators of CendR peptide binding to NRP-1, primary screen, biochemical, fluorescence polarization, uHTS | Neuropilin-1 (Homo sapiens), O14786 | FAM-RPARPAR peptide binding to NRP-1 | inhibition, % at 25 µM | hit rate 0.85% among 360,000 | AID 602438, 2012;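 active = inhibition or corrected inhibition above about 18%, plus a signal ratio from 0.5 to 1.5, limit read from the data, passing the limit was not always enough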; also: strong numbers were not always called active
MT1-MMP act inh = blockers of MT1-MMP proenzyme processing, primary screen, HT1080 RFP-PRO-GFP cells, GFP/RFP fluorescence. Matrix metalloproteinase-14 (Homo sapiens), P50281. GFP/RFP ratio fluorescence, overnight; percent of plate control window, DMSO zero. GFP/RFP ratio change, % at 20 µM. hit rate 0.061% among 360,000. AID 651647, 2012;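 active = GFP/RFP ratio change of at least 30% with cell ATP level not reduced by more than half and red fluorescence within 50% of control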; also: strong numbers were not always called active
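Assay system: HT1080 cells carrying an RFP-PRO-GFP reporter | Dosing: Single dose of 20 µM compound, 1% DMSO final | Incubation: Cells overnight before dosing, compound overnight, 37 °C, 5% CO2 | Evaluation: GFP/RFP fluorescence ratio | Control set: DMSO and RFP-L50D-GFP cell wells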
eLon inh = inhibitors of E. coli Lon protease, primary screen, biochemical, fluorescence polarization; inhibition, % at 7.94 µM; P0A9M0; purified E. coli Lon protease; hit rate 0.42% among 360,000; in the data active = inhibition above about 13%, passing the limit was not always enough;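 also: 0% = enzyme with probe and DMSO and 100% = no enzyme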
Neddyl block = inhibitors of cullin neddylation, primary screen, biochemical, TR-FRET, uHTS, NAE and Ubc12; NEDD8-conjugating enzyme Ubc12 (Homo sapiens) + NEDD8-activating enzyme E1 regulatory …; calls only at 25 µM; hit rate 0.58% among 360,000; AID 651699, 2012; in the data active = inhibition above about 36%
FAS-TE inh = FAS thioesterase domain inhibitors, primary screen, biochemical, fluorescence intensity, uHTS; hit rate 0.67% among 360,000; AID 602261, 2012; recombinant FAS-TE, OMFH fluorogenic substrate, fluorescence endpoint; inhibition, % at 15 µM;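 active = compounds whose normalised, plate-corrected inhibition of enzyme fluorescence in the single-dose primary screen is 50% or more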;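 also: 0% = DMSO with enzyme and 100% = substrate without enzyme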
SKN-1 inh = suppressors of acrylamide-induced Pgst-4::GFP reporter in worms, primary screen, SKN-1 inhibitor project, whole organism, uHTS, GFP/RFP fluorescence ratio, strain VP596 | inhibition, % at 21.8 µM | hit rate 0.49% among 360,000 | C. elegans VP596 Pgst-4::GFP/RFP ratio, 24 h;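 active = interference check ratio from 0.5 to 1.5 plus GFP to RFP signal ratio inhibition reaching or exceeding a fixed threshold, cut at about 30% in these data, passing the limit was not always enough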; also: some compounds called inactive have numbers as strong as hits
Numbers without * were called inactive; i = inactive; x = no result given; & = joins results of further samples.

SMILES	MsrA act	MsrA inh	Rin1-Abl PPI inh	CendR NRP1 mod	MT1-MMP act inh	eLon inh	Neddyl block	FAS-TE inh	SKN-1 inh
CC(C(=O)Nc1ccc(S(=O)(=O)N2CCCC2)cc1)N1CCc2ccccc2C1 (centres undefined)	-4	0.1	-2	14	7	6	i	17	12
COCc1cc(=O)oc2cc(NC(=O)c3ccc(C(C)(C)C)cc3)ccc12	-1	x	3	-20	-7	-1	i	-3	11
CCC(=O)N1CCc2cc(S(=O)(=O)NCCC(=O)NC3CCCCCC3)ccc21	-3	-0.8	1	13	3	-6	i	-7	10
COc1ccccc1N(CC(=O)NC(C)C)S(=O)(=O)c1cccs1	-3	-0.6	0	0	-5	-4	i	-11	0
Cc1ccc(C(C)(C)NC(=O)C2CCC(=O)N(CCCN3CCOCC3)C2)cc1 (centres undefined)	-4	0.8	-3	10	0	0	i	-5	-8
Cc1noc(N)c1C1(O)C(=O)N(C(C)C)c2ccccc21 (centres undefined)	3	0.6	-3	4	4	-14	i	-3	-1
CCCCOC(=O)Cn1c(=O)c2c(nc(Br)n2Cc2ccccc2)n(C)c1=O	-4	0.6	-1	5	2	-5	i	15	-3
CCCCN(C(=O)CSc1nnc2ccccn12)c1c(N)n(Cc2ccccc2)c(=O)[nH]c1=O	4	-0.8	1	0	-3	-1	i	0	1
CC(C)CCn1c(=O)c2ccccc2n2c(CN3CCOCC3)nnc12	-2	-0.4	3	14	5	-3	i	-4	6
Cc1cc(NC(=O)c2ccc(NC(=O)C3CCCO3)cc2)ccc1Br (centres undefined)	0	0.8	2	4	2	-7	i	5	3
O=C(c1cc(Cl)ccc1Cl)N1CCN(c2ccccn2)CC1	-2	-0.2	1	-2	6	-7	i	-3	11
CC(C)Cc1nnc(NC(=O)c2ccc3c(c2)NC(=O)C(C)S3)s1 (centres undefined)	0	-0.9	3	-23	0	-4	i	1	8
COCCN(C(=O)CSc1n[nH]c(-c2ccccc2)n1)c1c(N)n(Cc2ccccc2)c(=O)[nH]c1=O	-4	-0.7	-4	-20	0	-22	i	-10	-9
O=C1CSC2(CCCCC2)N1CCO	-1	1.1	0	-2	3	6	i	-7	-10
Cc1ccc(/C=C2/Sc3ccc(C(=O)N4CCN(C)CC4)cc3NC2=O)cc1	1	1.2	-4	12	3	10	i	-4	0
Cc1ccc(OCC(=O)Nc2ccc3c(c2)OCO3)cc1C	-2	-0.5	-1	6	4	8	i	2	-5
COc1ccc(CCNC(=O)C2CCCN(S(=O)(=O)c3cnc[nH]3)C2)cc1OC (centres undefined)	-4	2.1	-3	-5	0	-2	i	-6	-17
CC(C)N(C)C1=CC(=O)C(N(C)C(C)C)=CC1=O	-1	2.0	-5	19	-2	3	i	-8	6
CCOC(=O)c1c(-c2ccc(C)cc2)csc1NC(=O)C1CC=CCC1C(=O)O (centres undefined)	-10	-1.0	4	-7	2	-8	i	-5	-11
Cc1ccccc1-n1c(=O)cc(NCC2CCCO2)[nH]c1=O (centres undefined)	-11	-0.9	1	1	3	-6	i	-10	16
COc1ccc(NC(=O)CN(C)Cc2c(F)cccc2Cl)cc1S(=O)(=O)N1CCCCC1	-8	0.4	5	-4	5	6	i	4	7
O=C(NCCc1ccccc1)c1nc(-c2cccs2)no1	-6	-0.9	2	3	1	-7	i	3	8
Cc1ccc(-n2cc(CNCCc3cscn3)c(-c3ccc(F)cc3)n2)cc1	-3	0.3	2	10	0	-3	i	10	3
Cc1ccc(-n2cc3ccc([N+](=O)[O-])cc3n2)cc1	-1	0.0	-4	-2	4	4	i	5	8
CS(=O)(=O)N1CCSC1c1ccc(Br)cc1 (centres undefined)	-5	-1.7	2	4	0	-3	i	-4	7
Cc1c(O)c(S(=O)c2ccccc2)c(=O)n(-c2ccccc2)c1-c1ccccc1 (centres undefined)	1	0.3	-1	-9	0	-16	i	-11	2
O=C(Nc1ccccc1)N1CCSCC1	0	0.3	-1	6	3	4	i	-4	19
CCn1c(C)nc2cc(C(=O)NNS(=O)(=O)c3cc(Br)ccc3Br)ccc21	-1	0.2	2	-6	2	6	i	-4	9
CCn1cc(Br)c(C(=O)Nc2sc3c(c2C(N)=O)CCCC3)n1	-3	x	2	-2	2	0	x	-8	5
Cc1ccc(S(=O)(=O)N2CCCCC2)cc1C(=O)OC(C)C(=O)NCC1CCCCC1 (centres undefined)	-6	0.5	5	-1	2	-10	i	28	-18
Clc1cnc(N/N=C/c2ccncc2)c(Cl)c1	-4	4.3	-1	1	-1	-9	i	-6	20
CC(C)=CCC[C@](C)(O[C@@H]1O[C@H](CO[C@@H]2OC[C@@H](O)[C@H](O)[C@H]2O)[C@@H](O)[C@H](O)[C@H]1O)C1CC[C@]2(C)C1[C@H](O)CC1[C@@]3(C)CC[C@H](O[C@@H]4O[C@H](CO)[C@@H](O)[C@H](O)[C@H]4O)C(C)(C)C3CC[C@]12C (some centres undefined)	5	-1.7	3	13	2	5	i	-8	4
O=C(NCCc1ccccc1)c1ccc(NC(=O)c2cccnc2)cc1	-3	0.6	0	-6	-1	-2	i	-7	6
Cc1ccc(-c2cc(C(F)(F)F)n3ncc(C(=O)NCc4ccco4)c3n2)cc1	-4	-0.8	1	-2	-1	5	x	2	3
Fc1ccc(N2CCN(Cc3cnc(Oc4ccc(Br)cc4)s3)CC2)cc1	-6	-0.1	0	-2	1	3	i	48	10
Cc1ccc(S(=O)(=O)N[C@H](C(=O)NCC2CCC(C(=O)O)CC2)C(C)C)cc1 (some centres undefined)	-2	-0.3	3	-1	0	-18	i	-7	16
CC(C)CC(NC(=O)C(CO)NC(=O)C1CCC(=O)N1)C(N)=O (centres undefined)	-4	-0.7	-6	2	2	6	i	-8	1
Oc1ccc(-c2csc(Nc3ncccn3)n2)c(O)c1	-3	-0.9	3	-2	7	2	i	2	6
COc1cc(OC)cc(-c2noc(-c3csc([C@@H]4C[C@H](O)[C@@H](CO)O4)n3)n2)c1	-1	-0.8	-4	-12	6	5	i	-4	6
CCN(CC)C(=O)CSc1nc(-c2ccccc2)ccc1C#N	-1	0.0	0	-1	1	-5	i	1	6
CCCC(=O)C1=C(O)C(C(=O)OC)C(C)(C)CC1=NC (centres undefined)	-2	0.1	0	0	0	6	i	-6	-1
CCN(CC)c1ccc(S(=O)(=O)N2CCOCC2)cc1NC(=O)COC(=O)c1ccco1	-1	0.9	3	-14	6	1	i	0	15
CCN(C(=O)COC(=O)c1cc(=O)[nH]c2ccccc12)C1CCS(=O)(=O)C1 (centres undefined)	-1	1.7	-7	-7	-3	-5	i	-6	5
O=C(O)c1ccc2c(c1)C(=O)N(c1cccc(-c3nc4ccccc4s3)c1)C2=O	-5	1.1	2	-7	2	-3	i	-4	5
CC(=O)[C@@]1(O)CC[C@H]2[C@@H]3C[C@H](C)C4=CC(=O)CC[C@]4(C)[C@H]3CC[C@@]21C	-2	1.7	-2	-12	2	-5	i	7	6
CCOC(=O)c1cc(C#N)c(N2CCCC2)nc1-c1ccccc1	-3	0.7	-6	12	-5	-2	x	27	15
CCOC(=O)C1=C(O)CSC1=Nc1ccc(Cl)cc1	-12	0.1	2	-4	x	0	i	-6	-32
c1ccc(CCCc2nc(-c3cccnc3)no2)cc1	-4	-1.4	-1	-2	0	8	i	2	15
CCOC(=O)C1CCN(C(=O)Cc2cccc3ccccc23)CC1	-1	0.0	0	5	0	1	i	0	1
CCC(=O)c1cc2c(C)cc(=O)oc2c(C)c1OC	-4	0.2	-3	8	-3	-6	i	-2	-5
CN1CCN(C(=O)CSc2cc(=O)n(C)c3ccccc23)CC1	0	0.7	-9	4	3	2	i	-4	6
CC1=C(C(=O)N(C(C)C)C(C)C)CC(CC(=O)NC2CC2)C(=O)N1Cc1ccc(F)cc1 (centres undefined)	-2	-1.5	0	2	1	-7	i	-8	7
Cc1nc2ccc(NC(=O)c3c(-c4ccccc4)noc3C)cc2s1	1	1.2	0	-2	0	-10	i	-2	7
CCOC(=O)N1CCC2(CC1)C(C#N)=C(N)OC1=C2C(=O)CCC1	-4	-1.0	-1	-17	2	-2	i	-8	-1
COc1ccccc1NC(=S)NNC(=O)c1ccc(O)cc1	-1	2.9	0	-2	0	-9	i	-4	-10
CCOc1ccc(CNC(=O)CCCC(=O)n2nc(C)c3ccccc32)cc1	-2	0.8	2	13	0	7	i	1	3
CC1CC(C)CN(CC(O)COCc2ccccc2F)C1 (centres undefined)	-2	-0.6	3	-12	-2	9	i	-3	13
Cn1c2ccccc2c2c(C(=O)O)cn(C3CCCC3)c(=O)c21	0	1.1	-1	15	1	-1	i	-5	10
C/C(O)=C(/C=NCC(=O)O)C(=O)Nc1nccs1	1	-0.6	0	-5	-2	4	i	-7	6
O=C(Nc1ccccc1)c1ccccc1CC[N+](=O)[O-]	-3	0.6	0	-11	5	-5	i	-2	1

(continued)
SMILES	MsrA act	MsrA inh	Rin1-Abl PPI inh	CendR NRP1 mod	MT1-MMP act inh	eLon inh	Neddyl block	FAS-TE inh	SKN-1 inh
Cc1ccc(NC(=O)c2sccc2SCc2cccc(C(F)(F)F)c2)cc1	0	0.9	-1	4	-6	1	i	32	22
O=C(COC(=O)c1ccc2c(c1)OCCO2)Nc1cc(S(=O)(=O)N2CCOCC2)ccc1Cl	-1	-0.9	7	13	0	3	i	28	8
CC1Cc2cc(S(=O)(=O)N3CCC(C(=O)N4CCN(c5ccccc5F)CC4)CC3)ccc2N1C(=O)C1CC1 (centres undefined)	-10	0.0	-2	-3	-6	6	i	32	7
COc1ccccc1C(=O)CSc1nnc(-c2ccco2)o1	-2	0.0	-1	-7	2	-13	i	2	2
Cc1ccc(-n2nnc(-c3cc4ccccc4n3C)n2)cc1	-6	0.2	2	2	2	-8	i	-5	0
COc1ccc(C(=O)/C=C2/C(=O)Nc3ccccc32)c(OC)c1	-2	3.3	-2	-16	0	-1	i	-5	6
COC(=O)C1(C(=O)OC)C[C@H](c2ccc(OC)cc2)N(Cc2ccccc2OC)[C@@H]1c1cccs1	x	0.4&0.6	x	-3&7	4&1	x	i	x	5&-2
CCC1=NN(C(=O)C(=O)NCCc2ccccc2)C(O)(C(F)(F)F)C1 (centres undefined)	-2	-0.1	2	-2	3	-11	i	-2	-4
CC(=O)Nc1ccc(Nc2ccc3nonc3c2[N+](=O)[O-])cc1	-3	0.6	-14	0	8	5	i	3	4

Part of the list above, bar-delimited:
canonical_smiles | MsrA act | MsrA inh | Rin1-Abl PPI inh | CendR NRP1 mod | MT1-MMP act inh | eLon inh | Neddyl block | FAS-TE inh | SKN-1 inh
O=C(COC(=O)c1ccc2c(c1)OCCO2)Nc1cc(S(=O)(=O)N2CCOCC2)ccc1Cl | -1 | -0.9 | 7 | 13 | 0 | 3 | i | 28 | 8
CC1Cc2cc(S(=O)(=O)N3CCC(C(=O)N4CCN(c5ccccc5F)CC4)CC3)ccc2N1C(=O)C1CC1 (centres undefined) | -10 | 0.0 | -2 | -3 | -6 | 6 | i | 32 | 7
COc1ccccc1C(=O)CSc1nnc(-c2ccco2)o1 | -2 | 0.0 | -1 | -7 | 2 | -13 | i | 2 | 2
Cc1ccc(-n2nnc(-c3cc4ccccc4n3C)n2)cc1 | -6 | 0.2 | 2 | 2 | 2 | -8 | i | -5 | 0
COc1ccc(C(=O)/C=C2/C(=O)Nc3ccccc32)c(OC)c1 | -2 | 3.3 | -2 | -16 | 0 | -1 | i | -5 | 6

High-throughput results (PubChem)
